ARFGAP1 inh – inhibits rat ARF GTPase activating protein 1. Q62848. Arfgap1-stimulated ARF1 GTP hydrolysis, GDP FP detection. inhibition, % at 16.5 µM. 360,000 compounds, 0.26% hits. AID 651572;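 active = inhibition above a per-plate limit, mean inhibition of low control wells plus 3 SD, cut at about 25% in these data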;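 also: 0% = DMSO wells with enzyme and 100% = wells lacking Arfgap1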
Target sequence (Q62848 1-136 limits assumed): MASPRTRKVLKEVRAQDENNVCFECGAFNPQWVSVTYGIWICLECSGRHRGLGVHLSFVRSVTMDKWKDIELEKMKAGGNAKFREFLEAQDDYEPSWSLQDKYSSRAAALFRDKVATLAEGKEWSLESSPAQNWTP
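System: truncated rat Arfgap1 GAP domain / Benchmarks: high control wells lacking Arfgap1, low control full reaction with DMSO / Times: compound-enzyme preincubation 20 min, reaction 120 min, detection 60 min, 25 °C / Repeats: one replicate per compound / Also added: human ARF1(Δ1-17)-GTP substrate / Measured by: Tracer-displacement fluorescence polarization with EDTA stop, 620/688 nm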
Tn6 DDE FP – DD(E)-Tn6 binding inhibition, primary FP screen; inhibition, % at 8.3 µM; Fibrin DD(E) TRITC-Tn6 fluorescence polarization displacement; P02675; 370,000 compounds, 0.21% hits;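 active = inhibition above a per-campaign cutoff: mean of compounds within control limits plus 3 SD, cut at about 15% in these data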;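 also: 0% = median of all compound wells on the plate and 100% = blocking peptide control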
GAA850 FXN act – increases GAA850 frataxin promoter reporter activity | HEK293 lucGAA850 FXN promoter luciferase reporter, 24 h; percent of 10 µM SAHA response | activation, % at 6 µM | 360,000 compounds, 0.56% hits | AID 540364;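 active = activation above the average of all compounds screened plus 3 SD, cutoff fixed separately per campaign, cut at about 7.5% in these data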;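 also: 0% = DMSO wells and 100% = 10 µM SAHA wells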
rCAG RNA binder – r(CAG) repeat RNA binding | TO-PRO-1 dye displacement fluorescence | inhibition, % at 3 µM | 370,000 compounds, 1.3% hits | AID 651821;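 active = inhibition above the plate cutoff, the mean of all test compounds on that plate plus 3 SD, cut at about 35% in these data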;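 also: 0% = DMSO alone and 100% = 100 µM mitoxantrone as full dye displacement; higher means more dye released from RNA so lower well fluorescence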
ASAP1 inh – ASAP1 ArfGAP inhibition. Q9ULH1. 360,000 compounds, 0.19% hits. inhibition, % at 16.5 µM. ASAP1-stimulated ARF1 GTP hydrolysis, GDP FP detection; in the data active = inhibition above about 25%;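 also: 0% = vehicle with enzyme and substrate and 100% = no enzyme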
Target sequence (Q9ULH1 325-724 limits assumed): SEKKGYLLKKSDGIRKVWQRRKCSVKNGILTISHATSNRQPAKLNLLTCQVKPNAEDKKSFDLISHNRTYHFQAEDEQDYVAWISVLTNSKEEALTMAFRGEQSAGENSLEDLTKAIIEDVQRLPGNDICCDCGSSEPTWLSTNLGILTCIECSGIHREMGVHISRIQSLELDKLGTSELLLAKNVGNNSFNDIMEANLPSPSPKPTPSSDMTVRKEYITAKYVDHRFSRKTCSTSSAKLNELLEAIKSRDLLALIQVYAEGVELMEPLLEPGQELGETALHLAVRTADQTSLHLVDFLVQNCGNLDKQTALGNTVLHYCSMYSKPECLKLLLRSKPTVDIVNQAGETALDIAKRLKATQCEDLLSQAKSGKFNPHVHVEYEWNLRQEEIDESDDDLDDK
NPR1 activator – GC-A (human) enzyme activation | P16066 | HEK293 GC-A cells, cGMP TR-FRET, EC30 ANP; 0% at EC30 ANP, 100% saturating ANP | 370,000 compounds, 0.14% hits | activation, % at 10 µM; in the data active = activation above about 40%
NPR2 activator – GC-B (human) receptor activation | activation, % at 10 µM | HEK293-GC-B cells, CNP EC30, cGMP TR-FRET; 0% at EC30 CNP, 100% saturating CNP | 370,000 compounds, 0.11% hits | P20594 | AID 1920062;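 active = activation at 10 µM reaching about 35% in either raw or pattern-adjusted values, limit read from the data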
sPLA2-III inh – Inhibits HGIII-sPLA2 liposome hydrolysis, primary screen | Q9NZ20 | QFRET BODIPY PC-A2 liposome hydrolysis, fluorescence | inhibition, % at 12.2 µM | 370,000 compounds, 0.56% hits | AID 743126;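 active = inhibition above mean plus 3 SD of compounds lying within the high and low control bounds, cut at about 19% in these data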;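 also: 0% = median of test compound wells and 100% = no enzyme DMSO wells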
ADAM10 inh – inhibitors of human ADAM10; recombinant ADAM10, EDANS/DABCYL FRET peptide cleavage, 3 h; AID 720582; 370,000 compounds, 0.62% hits; inhibition, % at 7 µM; O14672;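 active = inhibition above a per-campaign cutoff equal to the mean of compounds falling between control-based bounds plus 3 SD, cut at about 20% in these data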;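 also: 0% = DMSO wells while the 100% control is not disclosed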
proKLK7 act – proKLK7 (human) activation, primary screen. P49862. AID 652039. purified proKLK7, EDANS-DABCYL substrate fluorescence; 100% is mature enzyme control, 0% vehicle. activation, % at 7 µM. 370,000 compounds, 0.9% hits;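 active = activation above the mean of all tested compounds plus 3 SD, computed per campaign excluding outliers beyond control limits, cut at about 13% in these data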
Target sequence (P49862 whole entry, looked up): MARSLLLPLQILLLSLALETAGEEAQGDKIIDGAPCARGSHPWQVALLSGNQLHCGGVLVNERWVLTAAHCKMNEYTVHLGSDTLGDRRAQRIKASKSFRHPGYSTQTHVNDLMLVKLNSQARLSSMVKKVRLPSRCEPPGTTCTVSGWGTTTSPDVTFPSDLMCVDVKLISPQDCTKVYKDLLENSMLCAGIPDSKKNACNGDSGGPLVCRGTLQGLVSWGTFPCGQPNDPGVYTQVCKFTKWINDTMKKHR
* marks the source's active call; other numbers are inactive results; i = inactive; . = not tested or not shown; & = joins results of further samples. Outcome played no part in choosing rows. About 4.5% of those tested had a hit in this group.

SMILES	ARFGAP1 inh	Tn6 DDE FP	GAA850 FXN act	rCAG RNA binder	ASAP1 inh	NPR1 activator	NPR2 activator	sPLA2-III inh	ADAM10 inh	proKLK7 act
COC(=O)c1c(NC(=O)CSc2nnnn2-c2ccccc2)sc2c1CCC(C)C2 (stereo not drawn)	2	1	-0.6	11	-11	5	-4	4	1	-0.2
Cc1ccccc1N=C1SCCN1C(=O)CN1C(=O)NC2(CCCC2)C1=O	5	-1	0.3	-6	-5	8	4	3	-3	-0.1
CN(C)c1ccc(-c2ccc3oc(-c4ccsc4)cc(=O)c3c2)cn1	6	-5	7.2	4	8	7	10	-5	1	-0.5
Cc1cccn2c(=O)c3cc(C(=O)NCCN4CCOCC4)c(=N)n(CCN4CCOCC4)c3nc12	2	8	1.8	-5	-2	12	-3	0	i	12
COc1ccc(CCCC(=O)N/N=C\c2cccs2)cc1	-4	-3	2.8	-2	4	-1	2	-7	8	0.5
CC1CCN(C(=O)CCNS(=O)(=O)c2ccc(Cl)cc2)CC1	0	-8	-0.5	3	1	4	3	0	-6	-0.2
Cc1cc(OC(C)C(=O)Nc2ccccc2C(=O)N2CCCC2)ccc1Cl (stereo not drawn)	-2	2	-2.2	-10	8	-5	-4	4	-7	0.1
Cn1cc(S(=O)(=O)NCc2cccs2)c(=O)n(C)c1=O	9	-9	-0.4	2	-8	1	1	2	-3	0.2
Cc1cccc(N(CC(=O)NCc2ccccc2)C(=O)Cn2nnc(-c3ccc(C)o3)n2)c1	-9	2	-0.7	-1	-11	-5	-1	-17	7	0.3
O=C(NCCN1CCOCC1)c1ccc2c(c1)ncn2C1CCCC1	-1	4	1.4	1	-8	1	4	-7	-7	0.0
CC(=O)c1c(C)oc2ccc(NS(=O)(=O)c3ccc(O)c(C(=O)O)c3)cc12	-12	-11	0.7	19	-3	-2	8	-34	0	-0.6
CCOc1ccc(CCNC(=O)COC(=O)c2cccc(S(=O)(=O)N3CCOCC3)c2)cc1OCC	-6	3	2.0	1	-13	-1	2	3	-2	-0.2
O=C(C[C@H]1CC[C@@H]2[C@H](COC[C@H](O)CN2Cc2cccc(C(F)(F)F)c2)O1)NCCc1ccccc1	-10	0	.	2	6	1	-2	0	-5	0.3
CCCOc1ccc2c3c(c(=O)oc2c1)CCCC3	13	-10	2.8	3	-6	0	-1	-4	-180	-2.4
CCOC(=O)c1c(NC(=O)Cn2cnc([N+](=O)[O-])n2)sc2c1CCC(C)C2 (stereo not drawn)	-1	-6	2.4	2	5	-33	-18	-5	3	0.1
COc1ccc(CCNC(=O)Cn2c([N+](=O)[O-])cnc2C)cc1OC	11	-1	1.1	-1	-1	2	1	3	1	0.3
S=C(NNc1cccc(Cl)c1)NC1CCCCC1	12	3	-0.1	0	-5	-11	-5	15	7	0.1
CC(C)CCSc1cc(NCCO)c([N+](=O)[O-])c2nonc12	4	2	0.6	11	7	4	0	-5	7	-0.4
CC12CCC(O)CC1=CCC1C2CCC2(C)C3=NN=CC3CC12 (stereo not drawn)	-8	-2	-1.6	0	-19	-5	6	0	-12	0.0
COc1ccc(Cl)cc1-c1cc(C(=O)NCc2cccs2)[nH]n1	-1	-11	-0.9	3	1	33	26	6	-6	0.1

The closing 2 records of the section above lead into the next:
SMILES	ARFGAP1 inh	Tn6 DDE FP	GAA850 FXN act	rCAG RNA binder	ASAP1 inh	NPR1 activator	NPR2 activator	sPLA2-III inh	ADAM10 inh	proKLK7 act
CC12CCC(O)CC1=CCC1C2CCC2(C)C3=NN=CC3CC12 (stereo not drawn)	-8	-2	-1.6	0	-19	-5	6	0	-12	0.0
COc1ccc(Cl)cc1-c1cc(C(=O)NCc2cccs2)[nH]n1	-1	-11	-0.9	3	1	33	26	6	-6	0.1
COc1ccc(CN2[C@@H](CC(=O)O)c3cc(F)ccc3S2(=O)=O)cc1	-7	0	1.1	2	11	-2	-4	4	-3	-0.3
CCOc1ccc(NC(=O)CSc2cn[nH]n2)cc1	14	-8	-1.6	-2	4	0	0	-5	-6	0.6
COC(=O)c1c(S(N)(=O)=O)c2ccccc2n1C	5	-1	-2.0	-2	13	1	6	-2	-192	1.2
CC(C)(C)OC(=O)N1CCC(c2cc(=O)n3[nH]cc(C(=O)NC4CCCC4)c3n2)CC1	-9	3	0.2	55*	-7	3	1	-24	-33	-0.5
CC1CCCN(C(=O)Cn2c(-c3nonc3N)nc3ccccc32)C1 (stereo not drawn)	6	8	-2.8	1	9	-2	3	7	0	0.2
COC(=O)c1c(NC(=O)CN2C(=O)C(=O)N(CC(C)C)C2=O)sc2c1CCCCC2	-6	-2	-0.1	8	-15	1	5	-10	0	0.1
CCOC(=O)c1c(C#N)cnn1-c1ccc(C)cc1	7	5	-0.1	2	-4	1	3	1	2	-0.2
COc1ccc(CNC(=O)CCc2nnc3ccc(NCCCN4CCCC4=O)nn23)cc1	10	-10	-1.0	-4	4	6	-1	12	-4	0.1
COc1ccc(C2/C=C\CN(S(=O)(=O)c3cccs3)CC(=O)N2Cc2ccc(F)cc2)cc1 (stereo not drawn)	12	-1	4.5	0	8	-5	-3	2	6	-0.7
Oc1c(Br)cc(Br)cc1C=Nc1cccc2ncccc12	-12	1	-0.1	0	15	0	-6	-5	-11	-1.0
COc1ccc(-n2c(=S)[nH]c3cc(C(=O)NCc4ccco4)ccc3c2=O)cc1OC	-9&6	-6&1	-2.9&1.4	0&0	-13&2	-6&2	-14&-1	-5&9	0&6	0.4&0.2
CC(C)N(C(=O)Nc1ccc2nccnc2c1)C(C)C	0	0	0.3	-1	5	1	-1	4	-232	2.1
Cc1cc(C)cc(OCC(=O)Nc2ccccc2C(=O)NCc2ccco2)c1	17	-2	4.0	11	7	0	-6	-6	-1	-0.3
C[C@]1(C2CCCC2)Cc2cc(OCC(=O)O)c(Cl)c(Cl)c2C1=O	12	-10	1.6	8	-10	3	-1	-1	-11	-0.3
COc1ccccc1NC(=O)c1csc(-n2nc(C)cc2C(F)(F)F)n1	-2	-3	-1.4	1	6	-7	6	5	4	0.5
CC(C)NC(=O)c1cc(-c2ccc(Br)cc2)on1	-3	0	4.3	-3	-8	25	1	2	5	-0.1
O=C(N/N=C/c1ccc(O)cc1O)c1ccc(NC(=O)C2CCCCC2)cc1	4	-11	-2.6	11	18	0	-1	-13	-21	-6.9
Cc1cc2oc(=O)cc(-c3ccccc3)c2c(C)c1-c1ccc(O)cc1	7	-1	1.9	7	9	-19	-16	0	33*	-0.4
CC(=O)Oc1ccc2occ(/C=N/c3cc(=O)[nH]c(=S)[nH]3)c(=O)c2c1	11	-2	0.0	8	-4	-1	-3	3	9	0.1
COc1ccc(N2CCN(C(=O)CNC(=O)c3nn(-c4ccc(OC)cc4)c(=O)c4ccccc34)CC2)cc1	-6	-3	-1.8	-1	-7	6	-7	-2	1	-0.6
COc1cccc(C(=O)Nc2nnc(SCC(=O)NC3CCCC3)s2)c1	19	4	0.5	0	1	-2	2	11	0	0.7
CSCCC(NS(=O)(=O)Cc1ccccc1)C(=O)NNc1ccccc1 (stereo not drawn)	-2	10	.	2	-1	0	-2	6	-8	0.5
COc1cc(/C=N/n2c(C)n[nH]c2=S)ccc1OCc1ccccc1	5	-3	1.5	2	1	-3	5	21*	20*	-0.2
Cc1ccccc1OCC(=O)OCC(=O)NCc1ccc2c(c1)OCO2	3	-6	-2.3	0	-6	1	-4	-9	-5	-0.5
O=C(CCC(=O)Nc1ccccc1Cl)NNC(=O)Nc1cccc([N+](=O)[O-])c1	-1	2	0.9	10	-7	3	3	-12	3	-0.6
CCOC(=O)c1cnn(-c2nc(-c3ccc(F)cc3)cs2)c1C(F)(F)F	4	12	-0.8	4	4	0	6	-1	-5	-0.8
COc1cccc2c(Cl)c(CCCl)c(C)nc12	-4	-4	1.7	-5	4	-2	-1	-2	-5	-0.1
O=C(Cn1c(=O)oc2ccccc21)NC(=O)NCc1ccccc1	3	-2	-1.0	0	7	2	5	-6	2	-0.4
O=C(NC1CCCc2ccccc21)c1ccc(Br)cc1 (stereo not drawn)	2	-4	0.8	4	5	-2	2	15	-7	-0.6
COc1ccc(C(=O)N2CCNC(=O)C2CC(=O)Nc2ccc(C)cc2)cc1 (stereo not drawn)	2	2	1.2	0	-12	0	2	5	0	-0.3
CN(C)c1ccc(CNC(=O)/C=C/[C@H]2O[C@@H](n3cnc4c(NC(=O)c5ccccc5)ncnc43)[C@H](O)[C@@H]2O)cc1	11	0	.	9	16	1	0	2	-17	0.1
CC1CC(C)CN(C(=O)c2cc(-c3ccccn3)nc3ccccc23)C1 (stereo not drawn)	13	-5	1.3	-6	4	-9	3	-2	-7	0.0
O=C(Nc1ccc(C(=O)N2CCCCC2)cc1)Nc1cccc(Cl)c1	16	-5	6.4	5	8	-6	-5	-7	4	0.4
COc1ccccc1NC(=O)c1ccc(COc2ccccc2OC)cc1	-15	9	-0.7	-2	3	0	-3	-10	4	0.2
Cc1ccc(-c2nc(SCC(N)=O)c(C#N)c3c2CCCC3)cc1	1	-2	1.0	-2	-5	-11	-8	0	-9	0.9
Cc1ccc(C)c(CN2C(=O)c3ccccc3S(=O)(=O)c3ccc(C(=O)N4CCN(C)CC4)cc32)c1	-3	7	-1.1	2	9	4	-4	-5	5	0.4
CCCn1c(=S)[nH]c2cc(C(=O)N3CCCC(C(=O)OCC)C3)ccc2c1=O (stereo not drawn)	0	0	-2.2	-1	-14	-4	-4	5	1	-1.2
COc1ccc(/C=N/Nc2cc(N(C)C)nc(N(C)C)n2)cc1	-3	12	0.8	-1	1	4	-6	11	-4	-0.1
CCN(CC)S(=O)(=O)c1ccc2c(c1)nc(SCC(=O)N(C)C1CCS(=O)(=O)C1)n2CC (stereo not drawn)	-3	0	1.9	-3	-2	-2	4	1	-7	-0.7
O=C(Cn1cnc2c(oc3ccccc32)c1=O)NCc1ccco1	-2	-5	2.0	6	5	1	-5	6	8	-1.0
CC(C)(/C=N/NC(=O)CSCc1ccccc1Cl)CCC#N	-6	2	0.4	-2	-5	-1	0	11	-6	-0.5
c1ccc(COc2cccc(-c3cc4nc(NCc5ccc6c(c5)OCO6)ccn4n3)c2)cc1	22	-3	2.3	11	6	-2	-5	-7	-107	-40
O=C1C=CC2C(c3ccc4c(c3)OCO4)CC1N2Cc1ccccc1 (stereo not drawn)	7	-7	2.1	9	0	-1	0	-8	7	0.3
Cc1ccc(CNC(=O)c2ccc(Cn3cc(-c4ccc(C)cc4)nc3-c3ccncc3)cc2)cc1	10	1	-0.7	0	10	-4	-3	-12	-17	-1.1
CCc1nn(CC(=O)N2CCN(c3cc(C)ccc3C)CC2)c(=O)c2cc3occc3n12	0	-5	-2.4	3	1	-8	-7	-3	-7	-0.4
Cc1ccc(S(=O)(=O)NC(C)C(=O)Nc2ccccc2C(=O)N2CCCC2)cc1 (stereo not drawn)	4	1	-0.7	-4	0	-3	-3	-2	-9	0.8
